Source: PubChem
BRCA1 expr act: qHTS Assay to Identify Small Molecule Activators of BRCA1 Expression; MCF7-BRCA1-FFLuc reporter, luminescence, 48 h; response scale: scaled: vehicle 0%, 10 µM genistein 100%; hit rate 1.1% among 380,000; Potency, µM (highest dose often 46.1 µM), for inactives: top-dose activation, usual class: activators; note: nearly all actives have a fitted effect of over 80% in size; some results filed as inactive show a strong effect at the top dose
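48 h compound treatment of MCF7-BRCA1-FFLuc cells (phenol-red free MEM, 37 °C), then 15 min with luciferase substrate and luminescence imaging.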
uPA generation: qHTS for Inhibitors of Cell Surface uPA Generation. cell surface uPA generation assay, qHTS. Potency, µM (series often up to 38.3 µM), for the others: at the highest dose activity change, negative = inhibition, most hits filed as inhibitors. hit rate 0.31% among 330,000. AID 540303, 2011; active = well fitted inhibition curve with a large enough effect; inconclusive = small, poorly fitted or top-dose-only effect; inactive = no such curve, though single readings can be large or run the other way; tested in mouse RAW 264.7 cells; note: % is set by controls: 0 for no effect and ±100 for the full control effect; nearly all actives have a fitted effect of over 55% in size
VP16 counter: VP16 counterscreen qHTS for inhibitors of ROR gamma transcriptional activity; Drosophila S2 Gal4-VP16 UAS-luciferase, luminescence, 20 h; Potency, µM (series often up to 53.6 µM), for inactives: at the top dose activity, negative = inhibition, usual class: inhibitors; hit rate 3.5% among 310,000;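 note: Gal4-VP16 expression switched on by copper sulfate through the metallothionein promoter; % is set by controls: 0 for no effect and ±100 for the full control effect; nearly all actives have a fitted effect of over 50% in size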
FLuc modulator: qHTS profiling assay for firefly luciferase inhibitor/activator using purifed enzyme and Km concentrations of substrates (counterscreen for miR-21 project); purified FLuc, Km substrates, luminescence inhibition; Potency, µM (titrated, usually from 57.5 µM), for inactives: at the highest dose activity change, negative = inhibition, usual class: inhibitors; hit rate 6.9% among 360,000; AID 588342, 2011;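 note: plate controls were vehicle for no effect and reference inhibitor for full effect; nearly all actives have a fitted effect of over 55% in size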
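Purified P. pyralis luciferase, 10 nM final, with Km-level 10 uM D-luciferin and 10 uM ATP in 50 mM Tris acetate pH 7.5, 10 mM Mg acetate, 0.01% Tween-20, 0.05% BSA; 6-point qHTS titration about 60 µM downward; luminescence read.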
p53 reactivation: qHTS assay for re-activators of p53 using a Luc reporter; hit rate 0.063% among 320,000; Potency, µM (series often up to 92.2 µM), for inactives: top-dose activity change, positive = activation, usual class: activators; H1299 p53-A138V BP100-luciferase reporter, luminescence, 24 h; AID 504706, 2011; note: % of control where 0% means no effect; nearly all actives have a fitted effect of over 45% in size
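p53-null H1299 cells stably carrying temperature-sensitive p53-A138V and a BP100-luciferase reporter were pinned with compounds (4-point, 1:5 series) and held 24 hrs at 37 deg C. Luminescence was read 10 min after detection reagent.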
RORg inh: qHTS for inhibitors of ROR gamma transcriptional activity; Drosophila S2 Gal4-RORgamma UAS-luciferase reporter, 20 h; Potency, µM (doses to about 53.6 µM), for the others: at the top dose activity change, negative = inhibition, actives largely listed as inhibitors; hit rate 5.4% among 310,000; AID 2551, 2010; note: % is set by controls: 0 for no effect and ±100 for the full control effect; nearly all actives have a fitted effect of over 60% in size
Target sequence (P51450 whole entry, looked up, the tested form may be a part): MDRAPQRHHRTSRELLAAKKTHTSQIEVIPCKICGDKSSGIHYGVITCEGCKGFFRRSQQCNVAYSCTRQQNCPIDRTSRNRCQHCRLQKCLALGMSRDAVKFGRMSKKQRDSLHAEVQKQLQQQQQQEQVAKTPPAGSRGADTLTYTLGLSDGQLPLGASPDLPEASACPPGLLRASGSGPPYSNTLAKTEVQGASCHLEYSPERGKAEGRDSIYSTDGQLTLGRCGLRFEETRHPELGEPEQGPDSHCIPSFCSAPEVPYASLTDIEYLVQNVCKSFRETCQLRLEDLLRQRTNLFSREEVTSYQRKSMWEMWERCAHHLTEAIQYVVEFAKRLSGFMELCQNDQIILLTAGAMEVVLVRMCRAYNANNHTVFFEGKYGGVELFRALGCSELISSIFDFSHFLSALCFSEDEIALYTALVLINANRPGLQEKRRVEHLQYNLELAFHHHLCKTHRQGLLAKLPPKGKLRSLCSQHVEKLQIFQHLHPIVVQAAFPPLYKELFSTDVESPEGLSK
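Compounds are pin-transferred onto Drosophila Schneider cells expressing a copper-inducible Gal4–ROR gamma transactivation domain fusion. After 1 hr, copper sulfate is added to 700 uM final; luciferase is read 20 hr later.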
MBNL1 CUG block: qHTS Assay for Inhibitors of MBNL1-poly(CUG) RNA binding | Potency, µM (highest dose often 57.5 µM), without a hit: top-dose activity change, negative = inhibition, hits mostly inhibitors | hit rate 0.036% among 280,000 | TR-FRET MBNL1-His/biotin-(CUG)12 binding, 665/545 ratio; active = well fitted inhibition curve with a large enough effect in the signal ratio, with a control signal flat, not every such curve was filed as active; inconclusive = small, poorly fitted or top-dose-only effect, or effect the other way, or a change in a side signal; inactive = no such curve, though single readings can be large or run the other way; the % refers to the signal ratio; note: % is set by controls: 0 for no effect and ±100 for the full control effect
Target sequence (Q9NR56 whole entry, looked up): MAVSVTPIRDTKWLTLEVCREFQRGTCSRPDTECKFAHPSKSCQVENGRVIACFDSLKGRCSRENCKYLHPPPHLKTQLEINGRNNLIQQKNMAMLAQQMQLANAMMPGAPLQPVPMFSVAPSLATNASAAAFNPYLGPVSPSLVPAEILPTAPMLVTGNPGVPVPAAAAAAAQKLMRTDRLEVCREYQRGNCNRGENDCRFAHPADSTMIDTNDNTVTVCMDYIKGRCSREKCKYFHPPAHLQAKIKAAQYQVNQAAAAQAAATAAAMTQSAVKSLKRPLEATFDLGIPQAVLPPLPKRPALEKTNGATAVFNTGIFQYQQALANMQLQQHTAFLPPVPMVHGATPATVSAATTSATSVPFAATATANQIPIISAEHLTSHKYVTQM
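His-tagged MBNL1 binding to biotinylated (CUG)12 RNA was measured by TR-FRET using terbium anti-His antibody (0.055 ng/ul final) and streptavidin-XL665 (5 nM final). Compounds were titrated 92 nM to 58 uM; 60 min at room temperature.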
Rab9 promoter act: qHTS Assay for Rab9 Promoter Activators. Huh7 Rab9 promoter-luciferase reporter, luminescence, 24 h. Potency, µM (series often up to 9.22 µM), for the others: top-dose activation, negative = inhibition, actives largely listed as activators. hit rate 2.8% among 320,000. AID 485297, 2010; note: % of control where 0% means no effect; nearly all actives have a fitted effect of over 60% in size
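Using Huh7 cells stably transfected with Rab9 promoter–luciferase, compounds were incubated 24 h at 37 °C, 5% CO2; luciferase luminescence was read 10 min after reagent addition.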
NPC1 prom act: qHTS Assay for NPC1 Promoter Activators; Huh7 NPC1 promoter luciferase reporter, 24 h; Potency, µM (highest dose often 9.22 µM), without a hit: top-dose activation, usual class: activators; AID 485313, 2010; hit rate 2.4% among 320,000;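 note: % of control where 0% means no effect; nearly all actives have a fitted effect of over 60% in size; reporter is driven by a mutant NPC1 promoter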
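Quantitative HTS used a cell-based reporter: Huh7 cells stably bearing the NPC1 promoter upstream of luciferase were treated with compounds for 24 h, and promoter activation was read as luminescence.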
ELG1 genotox: qHTS screen for small molecules that induce genotoxicity in human embryonic kidney (HEK293T) cells expressing luciferase-tagged ELG1 | HEK293T ELG1-luciferase reporter, luminescence, 16 h | Potency, µM (top dose mostly 46 µM), without a hit: at the top dose activity change, positive = activation, usual class: activators | hit rate 1.3% among 330,000; note: % of control where 0% means no effect; nearly all actives have a fitted effect of over 60% in size
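ELG1-luciferase HEK293T cells, 2,000/well; compound pinned in; 16 hr, 37 °C, 5% CO2; ONE-Glo, 30 min RT; luminescence on CCD imager.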
Active calls of the source: *; ? = inconclusive; . = not tested or not shown; [ ] = dose if it differs, or a comment. Unless noted, calls come from the whole dose curve; as a rule, active = well fitted curve in the direction sought with a large enough effect; inconclusive = small, poorly fitted or top-dose-only effect, or another doubt; inactive = no such curve, though single readings can be large; an effect the other way counts as inactive or inconclusive. Potency is the fitted concentration of half-maximal effect. Compounds were not picked by outcome; any-hit rate near 13%.

SMILES | BRCA1 expr act | uPA generation | VP16 counter | FLuc modulator | p53 reactivation | RORg inh | MBNL1 CUG block | Rab9 promoter act | NPC1 prom act | ELG1 genotox
Cc1ccc(Nc2nc(C3CC3)cs2)cc1 | . | . | -21% | 3.8µM* | ? | ? | 5% | 3.5µM* | 4µM* | 8.2µM*
COC(=O)CCc1c(C)c(C(=O)c2ccc(F)cc2)c2ccccn12 | -22% | 2% | -5% | -13% | -2% | 17% | 32%[activator] | 2% | 0% | -7%
CC(=O)c1cccc(NC(=O)c2ccc3c(c2)C(=O)N(Cc2cccnc2)C3=O)c1 | -3% | 0% | 0% | ? | 23% | -9% | ? | -2% | -2% | -8%
CCOCCCNCC(O)c1ccccc1 (stereo not given) | -11% | -1% | -28% | 0% | -17% | 1% | -18% | -3% | -6% | -1%
CCCc1cc(=O)n2[nH]c(NCc3c(F)cccc3Cl)nc2n1 | -12% | 5% | -6% | ? | 12% | 14% | 4% | 2% | -3% | -5%
Cn1c(C(=O)N2CCCC(C(=O)O)C2)cc2sccc21 (stereo not given) | -2% | -1% | 7% | 3% | -2% | -37% | -11% | 0% | -1% | 1%
CC(C)(C)c1ccc(-n2ncc3c2CCCC3NC(=O)CCn2cncn2)cc1 (stereo not given) | -21% | -6% | ? | -16% | -6% | ? | 3% | 2% | 1% | -8%
Cc1nc2cc(C(=O)NCc3cccnc3)ccc2n1-c1ccc(F)cc1F | -19% | -3% | -6% | 4% | -5% | -3% | 2% | -8% | -3% | -5%
O=C(NC1CCCCC1)C(c1ccc(F)cc1)N(C(=O)c1csnn1)C1CC1 (stereo not given) | 5% | 4% | 0% | -1% | -2% | -1% | 1% | -4% | 0% | 16%
O=C(COc1ccccc1)NCc1cccs1 | 34% | 3% | 23% | -6% | 2% | ? | 2% | 18% | 8% | 4%
O=C(C1=C[C@H](C2CC2)C[C@H](OCc2ccc(CO)cc2)O1)N1CCN(Cc2ccc3c(c2)OCO3)CC1 | -18% | 24% | -5% | 0% | -4% | ? | -11% | -2% | -4% | -10%
COc1cc(OC)cc(C(=O)N[C@H](C(=O)NC23CC4CC(CC(C4)C2)C3)C(C)C)c1 | 2% | 0% | -1% | -2% | 0% | -12% | 2% | -11% | -4% | -1%
O=C(CNC(=O)c1ccc(Cl)cc1)NCc1ccccn1 | 4% | 8% | . | -2% | 13% | . | . | -7% | -2% | 1%
CCN(CC)CC(C)OC(=O)COc1ccc(OC)cc1 (stereo not given) | -2% | . | -2% | 2% | 0% | -6% | -14% | 1% | -7% | 0%
CCCCNC(=O)CCCN1C(=O)c2cccnc2Sc2ccccc21 | 5% | 12% | -4% | 1% | -2% | 2% | -2% | 0% | -1% | 0%
O=C(CNc1ccc(Br)cc1)NC(=O)NC1CCCCC1 | -23% | 6% | . | -1% | -3% | . | . | -2% | -1% | 1%
O=C(Nc1cccc(O)c1)c1cc(S(=O)(=O)N2CCCC2)ccc1Cl | -40% | 5% | -8% | -1% | 1% | 17% | -3% | -2% | 6% | -9%
O=C(c1c[nH]c(C(=O)N2CCN(c3ccccc3F)CC2)c1)c1cccc(Cl)c1Cl | -50% | ? | 1%[10 µM] | 3% | 8% | -27% | 0% | -13% | -25% | -13%
CCOC(=O)CN1C(=O)C(=O)N(Cc2cccc(C)c2)C1=O | 12% | -4% | 5% | 0% | -3% | -39% | -16% | -2% | -8% | -1%
CCCN(CC(=O)Nc1ccc(Cl)cc1Cl)C(=O)/C=C/c1cc(OC)ccc1OC | -50% | 1% | -7% | 0% | -20% | ? | 10% | -1% | 1% | -2%

Seven entries from above, with values under each structure.
Order of values: BRCA1 expr act	uPA generation	VP16 counter	FLuc modulator	p53 reactivation	RORg inh	MBNL1 CUG block	Rab9 promoter act	NPC1 prom act	ELG1 genotox
Cc1ccc(Nc2nc(C3CC3)cs2)cc1
→ .	.	-21%	3.8µM*	?	?	5%	3.5µM*	4µM*	8.2µM*
COC(=O)CCc1c(C)c(C(=O)c2ccc(F)cc2)c2ccccn12
→ -22%	2%	-5%	-13%	-2%	17%	32%[activator]	2%	0%	-7%
CC(=O)c1cccc(NC(=O)c2ccc3c(c2)C(=O)N(Cc2cccnc2)C3=O)c1
→ -3%	0%	0%	?	23%	-9%	?	-2%	-2%	-8%
CCOCCCNCC(O)c1ccccc1 (stereo not given)
→ -11%	-1%	-28%	0%	-17%	1%	-18%	-3%	-6%	-1%
CCCc1cc(=O)n2[nH]c(NCc3c(F)cccc3Cl)nc2n1
→ -12%	5%	-6%	?	12%	14%	4%	2%	-3%	-5%
Cn1c(C(=O)N2CCCC(C(=O)O)C2)cc2sccc21 (stereo not given)
→ -2%	-1%	7%	3%	-2%	-37%	-11%	0%	-1%	1%
CC(C)(C)c1ccc(-n2ncc3c2CCCC3NC(=O)CCn2cncn2)cc1 (stereo not given)
→ -21%	-6%	?	-16%	-6%	?	3%	2%	1%	-8%

Continued:
SMILES | BRCA1 expr act | uPA generation | VP16 counter | FLuc modulator | p53 reactivation | RORg inh | MBNL1 CUG block | Rab9 promoter act | NPC1 prom act | ELG1 genotox
COc1cccc(-c2nnc(SCc3nc4ccccc4[nH]3)n2N)c1 | -20% | 5% | 21% | 1% | . | 12% | -10% | . | . | .
Cc1cc(C)nc(NS(=O)(=O)c2ccc(N3Cc4ccccc4C3=O)cc2)n1 | 0% | -2% | 4% | 0% | -7% | 7% | 2% | -8% | -1% | 3%
Cc1ccc(Cl)cc1N1CCN(C(=O)CCC(=O)O)CC1 | -6% | 7% | -1% | -6% | -9% | -27% | -6% | -1% | 9% | 0%
COc1ccc(C)cc1N(C)C(=O)Cc1c(C(=O)O)n(C)c2ccccc12 | -41% | 3% | 10% | 1% | -1% | 19% | -2% | 0% | 0% | -4%
COc1ccc(-n2c(SC(C)C(=O)N3CCOCC3)nc3ccccc3c2=O)cc1 (stereo not given) | -9% | -25% | 4% | 0% | -15% | -19% | ? | 0% | -1% | 0%
CC(=O)c1cccc(S(=O)(=O)N2CCC(C(=O)Oc3ccc(-c4nnco4)cc3)CC2)c1 | -1% | 1% | . | . | -1% | . | . | . | . | 0%
CCN(CCNC(=O)C1=C(C)C(=O)OC12CCC(C)CC2)c1ccccc1 (stereo not given) | -1% | 2% | -3% | 4% | -2% | ? | -20% | 1% | -2% | -7%
O=C(NC(=O)c1cccc(Cl)c1)OC[C@@H]1CCCN2CCCCC12 (stereo not given in full) | -2% | 8% | 3% | 3% | 3% | -8% | -16% | 2% | -3% | 3%
COc1ccccc1Nc1nnc(SCc2cc(=O)n3ccsc3n2)s1 | -56% | -5% | -14% | -10% | 9% | 13% | . | 3% | 6% | -1%
O=C(OCC(=O)c1ccc(Cl)s1)c1ccc2ccccc2n1 | 7% | 7% | 0% | ? | 12% | -15% | 28% | -1% | 0% | -1%
C=CC[C@@H](CC(=O)N[C@@H](CO)Cc1ccccc1)C(=O)N[C@@H](COC(=O)[C@@H](CC=C)CC(=O)OC(C)(C)C)Cc1c[nH]c2ccccc12 | -13% | 5% | . | . | 3% | . | . | . | . | -2%
CCOC(=O)Cn1c(=NC(=O)CC)sc2c(C)cc(C)cc21 | 0% | -2% | -8% | -1% | 2% | -2% | -9% | -1% | -6% | -2%
OC1(c2ccc(F)cc2)CN(c2ccccc2)C2=[N+]1CCS2 (stereo not given) | -12% | -5% | -7% | -2% | -7% | 121% | -4% | -3% | -1% | -4%
CCN(CC)c1ccc(-n2c(C)cc(C=O)c2C)cc1 | -43% | 3% | ? | -1% | -1% | 19% | 2% | -1% | -3% | -4%
O=C(CCC(=O)OCc1ccc(Cl)cc1)Nc1ccccc1 | 9% | -6% | -3% | -1% | 12% | 1% | -15% | 10% | 0% | 0%
Cc1cc(N)ccc1N=Nc1c(C)n(C)n(-c2ccccc2)c1=O | 0% | ? | 4% | ? | ? | 33% | . | ? | 26% | ?
Cc1cc(C)n(C(=O)CCCn2nc(C)c([N+](=O)[O-])c2C)n1 | 2% | -1% | -2% | -2% | 4% | 35% | -3% | 0% | -3% | 0%
O=C(CCc1nnc(-c2ccsc2)o1)N1CCc2c(Cl)cccc2C1 | 11µM* | 7% | ? | 17µM* | 4% | ? | -13% | ? | 19% | ?
CC(C)NC(=O)NC(=O)CSc1ncccn1 | -2% | -5% | 10% | -1% | 15% | -11% | -5% | -4% | -3% | 0%
